Compound activity (PubChem)
ROC1-CUL1 inh = blocks human RBX1-Cullin-1 di-ubiquitin formation | P62877+Q13616 | in vitro K48 di-Ub FRET, acceptor:donor ratio, 45 min | inhibition, % at 10 µM | 0.6% of 140,000 active; in the data active = inhibition above about 25%
Target sequence (P62877 whole entry, looked up): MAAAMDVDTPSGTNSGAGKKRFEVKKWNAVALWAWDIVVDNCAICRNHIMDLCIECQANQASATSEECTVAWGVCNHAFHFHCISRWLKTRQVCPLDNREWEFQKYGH
Target sequence (Q13616 whole entry, looked up): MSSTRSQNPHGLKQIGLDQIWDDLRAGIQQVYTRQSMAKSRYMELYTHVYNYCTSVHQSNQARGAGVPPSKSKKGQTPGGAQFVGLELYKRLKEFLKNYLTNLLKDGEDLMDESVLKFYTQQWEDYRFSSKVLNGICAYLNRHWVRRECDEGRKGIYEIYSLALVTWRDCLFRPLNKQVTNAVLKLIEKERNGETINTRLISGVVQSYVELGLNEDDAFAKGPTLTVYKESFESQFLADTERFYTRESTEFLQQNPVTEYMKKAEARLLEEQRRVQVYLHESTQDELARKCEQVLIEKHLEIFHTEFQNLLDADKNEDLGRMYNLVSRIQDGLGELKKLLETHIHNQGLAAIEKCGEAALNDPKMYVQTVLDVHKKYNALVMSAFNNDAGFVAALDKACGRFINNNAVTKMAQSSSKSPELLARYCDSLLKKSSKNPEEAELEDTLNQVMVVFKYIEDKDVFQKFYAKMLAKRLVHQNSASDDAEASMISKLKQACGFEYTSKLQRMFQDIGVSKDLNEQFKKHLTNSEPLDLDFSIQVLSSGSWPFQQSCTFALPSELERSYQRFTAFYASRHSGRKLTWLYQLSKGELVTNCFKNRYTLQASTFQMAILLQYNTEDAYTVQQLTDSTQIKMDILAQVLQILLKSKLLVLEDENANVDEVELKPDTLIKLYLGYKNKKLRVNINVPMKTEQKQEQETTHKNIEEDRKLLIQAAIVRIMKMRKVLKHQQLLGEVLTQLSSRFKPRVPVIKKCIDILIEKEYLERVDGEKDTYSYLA
Numbers without * were called inactive.

SMILES | ROC1-CUL1 inh
CCCN1CCN(CCCNC(=O)c2cc3c(=O)[nH]c4ccccc4c3s2)CC1 | 1
O=C(NNC(=O)C1CC=CCC1C(=O)O)c1cccc([N+](=O)[O-])c1 (configuration not stated) | 4
CC/C=N/NC(=O)COc1ccc2ccccc2c1Br | -5
C=CCc1cc(/C=c2/sc3n(c2=O)C(c2cccs2)C(C(=O)OCC)=C(C)N=3)cc(OCC)c1O (configuration not stated) | 1
COC(=O)c1c(-c2cccs2)csc1NC(=O)CSc1ncnc2sc3c(c12)CCCC3 | -4
COc1ccc(N2C(=O)CSC23C(=O)N(CC(=O)NCc2ccccc2)c2ccccc23)cc1 (configuration not stated) | -5
N#Cc1c(NC(=O)CCSCCC(=O)Nc2sc3c(c2C#N)CCC3)sc2c1CCC2 | 6
CC(C)(C)c1[nH]nc2c1C(c1ccc(Cl)s1)C(C#N)C(=N)O2 (configuration not stated) | -3
CC(C)(C)C1CCc2c(sc(NC(=O)C3c4ccccc4Oc4ccccc43)c2C(N)=O)C1 (configuration not stated) | 3
COc1cccc(CN2CCCC3(CCN(Cc4cnc(C)nc4)C3)C2)c1OC (configuration not stated) | -4
O=C(NC(NCc1ccco1)C(Cl)(Cl)Cl)c1ccc(Cl)cc1 (configuration not stated) | 11
COC(=O)c1cc2nc(-c3ccccc3)cc(-c3ccccc3)n2n1 | -10
CCC(C)Oc1ccc(/C=C2\SC(=O)N(CC(=O)Nc3ccc(C)c(C)c3)C2=O)cc1OC (configuration not stated) | 5
CCOc1ccc(CNC(=O)c2cc3cc(S(=O)(=O)N4CCCCC4)ccc3n2C)cc1 | -11
CC(C)(C)C1CCc2c(sc(NC(=O)c3ccccc3Cl)c2C(=O)N2CCOCC2)C1 (configuration not stated) | 6
Cc1cc(=O)oc2cc3oc4c(c3cc12)CCCC4 | 6
O=C(Nc1nnc(CCc2ccccc2)s1)c1cccc(Br)c1 | 1
O=C(C(=O)N1CCC(C2CCN(CCc3ccccc3)C2)CC1)c1ccccc1 (configuration not stated) | 7
Cc1nc(-c2cccnc2)sc1CCNS(=O)(=O)c1ccc(F)cc1 | -6
CCc1ccccc1NC(=O)Cc1ccccc1 | 0

A stretch taken from the entries so far, as a working copy:
SMILES | ROC1-CUL1 inh
CCC(C)Oc1ccc(/C=C2\SC(=O)N(CC(=O)Nc3ccc(C)c(C)c3)C2=O)cc1OC (configuration not stated) | 5
CCOc1ccc(CNC(=O)c2cc3cc(S(=O)(=O)N4CCCCC4)ccc3n2C)cc1 | -11
CC(C)(C)C1CCc2c(sc(NC(=O)c3ccccc3Cl)c2C(=O)N2CCOCC2)C1 (configuration not stated) | 6
Cc1cc(=O)oc2cc3oc4c(c3cc12)CCCC4 | 6
O=C(Nc1nnc(CCc2ccccc2)s1)c1cccc(Br)c1 | 1
O=C(C(=O)N1CCC(C2CCN(CCc3ccccc3)C2)CC1)c1ccccc1 (configuration not stated) | 7
Cc1nc(-c2cccnc2)sc1CCNS(=O)(=O)c1ccc(F)cc1 | -6

(listing goes on)
SMILES | ROC1-CUL1 inh
O=C(Nc1ccc(F)cc1)Nc1ccc(F)cc1F | 0
CC1CCN(c2nc(-c3ccc(C(C)(C)C)cc3)nc3ccccc23)CC1 | 1
CC(C)c1cc(N2CCN(Cc3ccc(Cl)cc3)CC2)n2c(nc3ccccc32)c1C#N | 4
O=C(C1CC12CCCCC2)N1CCc2onc(-c3ccccc3F)c2C1 (configuration not stated) | 3
N#Cc1c(-c2ccc(Cl)cc2Cl)csc1NC(=O)C(F)(F)F | -5
CCOC(=O)c1cc(C(=O)Nc2ccc(C)c(F)c2)nn1C | 0
O=C1NC(=S)N=C2N=C(c3ccccc3)CC(c3cccc4ccccc34)C12 (configuration not stated) | -12
Clc1ccc(-c2nnc(/C=C/c3ccco3)o2)c(Cl)c1 | 12
CCOC(=O)CC1CCCCN1Cc1nc(-c2cccc(OC)c2OC)oc1C (configuration not stated) | -8
COc1cc(C2C(C(=O)OCCC#N)C(C)=NC3C4CCCCC4S(=O)(=O)C32)cc(OC)c1OC (configuration not stated) | 4
FC(F)(F)c1ccc(-c2[nH]ncc2-c2nnnn2-c2ccccc2)cc1 | 1
COC(=O)CCC(=O)N1CCC(C2CCN(Cc3ccc(Cl)cc3)C2)CC1 (configuration not stated) | 0
Cc1ccc(C23CC4CC(CC(CC(=O)N5CCOCC5)(C4)C2)C3)cc1 | 3
Nc1c(C(=O)Nc2ccccc2F)sc2ncccc12 | -4
C=CCc1cc(CC2=NC(=O)N(Cc3ccc(F)cc3)C2=O)cc(OC)c1OCc1ccc(C)cc1 | -2
COC(=O)c1ccc(-n2nc(C(F)(F)F)c3c2-c2ccoc2CC3)cc1 | -1
CCCCOc1cccc(C(=O)N(Cc2cccs2)c2ccc(OC)cc2)c1 | 7
O=C1/C(=C/c2ccc(Br)cc2)N=C(c2cccs2)N1Nc1ccccc1 | -11
COc1ccc(CNC(=O)CCS(=O)(=O)c2cc3c4c(c2)CCN4C(=O)CC3)cc1 | -16
Cc1ccc(CCNC(=O)c2ccc(Nc3nc4ccccc4n4nnnc34)cc2)cc1 | 1
COc1cccc(OC)c1C(=O)Nc1ccccc1-n1cccc1 | 3
O=C(COc1ccccc1Cl)Nc1ccc(O)cc1C(=O)O | 16
Cc1ccsc1C1N(Cc2ccccc2)CCCN1Cc1ccccc1 | -5
Nc1c(C(=O)Nc2ccc(Cl)c(C(F)(F)F)c2)sc2nc(-c3ccc4c(c3)OCO4)ccc12 | 0
C/C(C(=O)N(C)C)=C(/C)c1nc2ccccc2[nH]1 | 5
Cc1ccc(-c2nc(CS(=O)(=O)CC(=O)Nc3cc(C)ccc3C)c(C)o2)cc1 | 3
Cc1ccc(C(=O)OCCCCNC2NS(=O)(=O)C3CCCCC23)cc1 (configuration not stated) | 8
O=C(Cc1cccnc1)NC1CCCc2c1cnn2-c1cc(F)cc(F)c1 (configuration not stated) | -9
CCOC(=O)c1ccc(COC(=O)c2cc(Br)ccc2NC(C)=O)cc1 | 6
CCc1ccc(CNC(=O)C2COc3ccccc3C2)cc1 (configuration not stated) | -2
O=c1ccc(=O)n(CN2CCSCC2)[nH]1 | 18
COc1ccccc1C1(CC(=O)N(C)Cc2cccc3ncccc23)CC(=O)N(C2CCCC2)C1=O (configuration not stated) | -5
C=C(C)Cn1c(SCC(=O)OC)nc2sc3c(c2c1=O)CCCC3 | 10
COc1ccc(C2CC(=O)C(C=Nc3ccc(Br)cc3)C(=O)C2)cc1 (configuration not stated) | -1
Cc1nnc(NC(=O)N2CCCC(Cc3nc4ccccc4[nH]3)C2)s1 (configuration not stated) | 0
CN(C)CC/C=C1/c2cc(O)ccc2Sc2ccc(Cl)cc21 | -1
Cc1nc(N(C)C2CCCCC2)ncc1C(C)NC(=O)C(C)C (configuration not stated) | -1
COc1ccccc1Oc1ncccc1CNC(=O)c1cn[nH]c1C | 1
COc1ccc(C(=O)Nc2ccccc2C(=O)NC2CCCCC2)cc1S(=O)(=O)N1CCCC1 | -7
CC1CCN(S(=O)(=O)c2ccc3nc(NCc4ccc(N(C)C)cc4)ccc3c2)CC1 | -2
CCCCc1nc2cc(C(=O)N3CCC(Oc4cccnc4)CC3)ccc2o1 | 5
O=C1N(Cc2ccc(F)c(F)c2)CCCC1(O)CN1CCC2(CC1)OCCO2 (configuration not stated) | 1
CC1CN(C(=O)N2CCC(C(=O)NCCCc3ccccc3)CC2)c2ccccc2O1 (configuration not stated) | -1
Cc1ccc(C(=O)Oc2c(S(=O)(=O)c3ccccc3)c(C)nn2-c2ccccc2)cc1 | -5
CC1CC(NC(=O)C2C3CCC(C3)C2C(=O)O)CC(C)(C)C1 (configuration not stated) | 4
Cc1ccc(N2CCN(C(=O)C3CCN(S(=O)(=O)c4ccc5c(c4)oc(=O)n5C)CC3)CC2C)cc1 (configuration not stated) | -5
COc1ccc(C(=O)Nc2ccc3nc(N4CCCCC4)cc(C)c3c2)c(OC)c1 | 4
CCN(C(=O)c1c(Cl)nc(C)c(Cl)c1C)c1ccccc1 | -7
CCCN(CC1CCCO1)C(=O)c1ccc(-n2cc(NC(=O)c3cccnc3)cn2)cc1 (configuration not stated) | 7
O=S(=O)(N/N=C/c1ccc(OCc2ccccc2F)cc1)c1ccccc1 | -3
Additional structures
SMILES | ROC1-CUL1 inh
CCC(C(=O)Nc1cc(C(=O)Nc2ccc(OC)cc2)ccc1Cl)c1ccccc1 (configuration not stated) | 6
C=CCn1c(SCC(=O)Nc2ccccc2OCC)nc2scc(-c3cccs3)c2c1=O | 4
CCCSc1nnc2n(-c3ccc(OC)cc3)c(=O)c3c4c(sc3n12)COC(C(C)C)C4 (configuration not stated) | 0
O=C1N=CC(c2cncs2)C(=O)N1 (configuration not stated) | 8
CCC(C)(C)C1CCc2c(sc(NC(=O)c3ccc(OC(F)F)c(OC)c3)c2C(=O)OC)C1 (configuration not stated) | -12
O=S(=O)(Oc1c(Br)cc(Br)c2cccnc12)c1ccc(I)cc1 | -2
CCC(=O)NC(Nc1cccc(C)n1)(C(=O)OC)C(F)(F)F (configuration not stated) | -4
Cc1ccccc1C(=O)N1CCN(C2NS(=O)(=O)C3CCCCC23)CC1 (configuration not stated) | -6
Cc1c(C)n(C)c2ccc(C(=O)NC3C4CC5CC(C4)CC3C5)cc12 (configuration not stated) | 6
CCC(=O)c1cc2c(nc1C(C)C)CCCC2 | -3

Compounds shown so far with bromine, in the order listed:
SMILES | ROC1-CUL1 inh
CC/C=N/NC(=O)COc1ccc2ccccc2c1Br | -5
O=C(Nc1nnc(CCc2ccccc2)s1)c1cccc(Br)c1 | 1
O=C1/C(=C/c2ccc(Br)cc2)N=C(c2cccs2)N1Nc1ccccc1 | -11
CCOC(=O)c1ccc(COC(=O)c2cc(Br)ccc2NC(C)=O)cc1 | 6
COc1ccc(C2CC(=O)C(C=Nc3ccc(Br)cc3)C(=O)C2)cc1 (configuration not stated) | -1
O=S(=O)(Oc1c(Br)cc(Br)c2cccnc12)c1ccc(I)cc1 | -2

Returning to the listing; the 2 compounds before the break are reprinted first.
SMILES | ROC1-CUL1 inh
Cc1c(C)n(C)c2ccc(C(=O)NC3C4CC5CC(C4)CC3C5)cc12 (configuration not stated) | 6
CCC(=O)c1cc2c(nc1C(C)C)CCCC2 | -3
NC(=O)c1ccc(C2CCCN2C(=O)CCc2n[nH]c3c2CCCC3)s1 (configuration not stated) | 17
O=C(COCc1cc(-c2ccc(F)cc2)on1)Nc1cc(Cl)ccc1O | -1
CCn1c(CN2CCCCC2)nc2cc(NC(=O)c3ccccc3[N+](=O)[O-])ccc21 | -3
Cc1cc(OCC(=O)N(Cc2sccc2C)C2CCS(=O)(=O)C2)ccc1Cl (configuration not stated) | 1
COCCOc1ccc(C(=O)Nc2ccc(C)cc2)cc1 | 9
CCOC(=O)c1c(C)[nH]c(C)c1S(=O)(=O)N(C)CC(=O)N1CCN(c2ccccc2)CC1 | 2
Cc1ccccc1Cn1cc(C(=O)NC(C)Cc2ccsc2)nn1 (configuration not stated) | -4
COC(=O)c1ccc(NS(=O)(=O)c2ccc3c(c2)n(C)c(=O)c(=O)n3C)cc1 | 2
CCCCC(=O)Nc1cccc(C(=O)N/N=C/c2ccc(OC)cc2OC)c1 | 7
CCc1ccc(OCc2cc(CC3=NC(=S)N(CCCOC)C3=O)ccc2OC)cc1 | 2
COc1cc(C2CC(=O)Nc3cc4c(cc32)OCCO4)cc(Br)c1OC (configuration not stated) | 3
CC(=O)O[C@@H]1CCCC(=O)[C@@H]2CC[C@@H](C)[C@@H]12 | 3
CN1CCCN(C(=O)c2cc3cc(Cl)ccc3oc2=O)CC1 | -13
Cc1oc(-c2ccccc2NS(=O)(=O)Cc2ccccc2)nc1CNC(=O)c1ccnc(Cl)c1 | -2
O=C(CNc1ccc(Br)cc1)N/N=C/c1cc(Cl)ccc1O | -7
CC1(C)Nc2ccccc2-c2c1ssc2=Nc1ccccc1 | -3
Oc1ccc(O)c(Sc2nnnn2-c2ccccc2)c1 | -1
O=C1O[C@@H]2CN(Cc3ccsc3)C[C@@H]2N1C1CCCC1 | -2
CC(C)C(=O)N1CCC(N2CCCC(C(=O)NCc3ccccc3)C2)CC1 (configuration not stated) | 8
CCOc1ccccc1CN1CCNC(=O)C1CC(=O)N(C)CC(=O)OC (configuration not stated) | 0
Cc1ccsc1C(=O)NNC(=O)CCCC(=O)O | 0
O=C(CN1CCN(S(=O)(=O)c2ccc(F)cc2)CC1)NC1CCCCCC1 | -2
CCOC(=O)N1CCN(C(=O)CN(c2cccc(Cl)c2C)S(=O)(=O)c2ccc(C)cc2)CC1 | 14
C[n+]1c(-c2ccccc2)sc([S-])c1-c1ccccc1 | 3
COc1ccc(CNC2CC(C)(C)Cc3nc(N4CCOCC4)ncc32)c(F)c1 (configuration not stated) | -9
CCN1C(=O)CC(CC(=O)N2CCCC(c3ccccc3)CC2)(c2cccc(C(F)(F)F)c2)C1=O (configuration not stated) | 6
O=c1c2c(-c3ccc(Cl)cc3)csc2nc(SCc2ccccc2)n1C/C=C\c1ccccc1 | -4
Cc1cccc(NC(=O)CN2C(=O)C(c3ccc(F)cc3)=NC23CCCCCC3)c1C | -1
C=C1CC2C3CC[C@@]4(OCOC45COCO5)[C@@]3(C)C(O)CC2[C@@]2(C)CCC(=O)C=C12 (some centres not stated) | -1
O=S(=O)(NCc1cccnc1Oc1ccc(F)cc1F)c1cccnc1 | -9

In the list so far, these contain a COOH group:
SMILES | ROC1-CUL1 inh
O=C(NNC(=O)C1CC=CCC1C(=O)O)c1cccc([N+](=O)[O-])c1 (configuration not stated) | 4
O=C(COc1ccccc1Cl)Nc1ccc(O)cc1C(=O)O | 16
CC1CC(NC(=O)C2C3CCC(C3)C2C(=O)O)CC(C)(C)C1 (configuration not stated) | 4
Cc1ccsc1C(=O)NNC(=O)CCCC(=O)O | 0

New compounds follow
SMILES | ROC1-CUL1 inh
CCCN1CCN(CCCNC(=O)c2cnn(-c3ccc(C)cc3)c2-n2cccc2)CC1 | -3
CCOc1cccc(NC(=O)c2ccccc2N)c1 | 1
CCOC(=O)c1c(OCC)[nH]c2ccc(O)cc12 | 2
Cc1ccc(NC(=O)C2CCN(c3nc4ccccc4[nH]3)CC2)cc1Cl | 0
CCOc1ccc(NC(=O)NCCN2CCN(c3cc(Cl)ccc3C)CC2)cc1 | 2
Clc1ccc(CCNC(c2cccc(Cl)c2)c2nnc(-c3ccccc3)o2)cc1 (configuration not stated) | -10

The list is partial, so the mix of outcomes need not match the whole.
